Source: PubChem
Autophagy mod: modulators of autophagy; MEF GFP-LC3 puncta imaging; test concentration mostly 10 µM; calls only at 10 µM (by protocol); hit rate 0.98% among 190,000; AID 463193;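 active means percentage of spot-positive cells more than 3 SD above its plate mean, without a fluorescence outlier flag or 80% toxicity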;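 further: spot-positive cell cutoff set from DMSO-treated cells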
HEK293 NOD2/NF-kB: inhibition of NOD2-driven NF-kB reporter – cell-based, luminescence, uHTS, HEK293 (AID 1566); HEK293 NOD2/NF-kB luciferase reporter, luminescence; higher % means a stronger effect; one-dose inhibition, % at 4 µM; EC50 in µM for titrated hits; hit rate 0.63% among 290,000; in the data active means inhibition above about 50%; further: many of its hits are not listed in these tables
NOD1 inhibition: inhibition of NOD1-driven NF-kB reporter – cell-based, luminescence, uHTS, primary screen (AID 1578); hit rate 1% among 290,000; NOD1-driven NF-kB luciferase reporter cells, luminescence; higher % means a stronger effect; inhibition, % at 4 µM; hits with a dose series show EC50 in µM; in the data active means inhibition mostly above about 36%, no sharp cut-off; inactive means mostly below about 34%;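 further: HEK-293T reporter cells stimulated with the NOD1 agonist gamma-tri-DAP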
P. falciparum M17LAP: P. falciparum M17LAP inhibitors, primary screen, biochemical, fluorogenic H-Leu-NHMec substrate, 1536-well (AID 1619); recombinant M17LAP, H-Leu-NHMec fluorogenic kinetic assay; higher % means a stronger effect; one-dose inhibition, % at 30 µM; IC50 in µM for titrated hits; hit rate 0.38% among 220,000;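 active means compound inhibiting the enzyme by more than half at any dose during confirmatory dose-response retesting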;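 further: plate controls were full reaction with DMSO carrier for no effect and no enzyme background for full effect; strong numbers were not always called active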
Insulin prom up: MIN6 insulin promoter up-regulation; MIN6 insulin promoter-GFP reporter, high-content imaging; stronger effect = higher value; AID 1625; z-score at 5 µM; hit rate 0.3% among 190,000;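 active means z-score above 3 at 5 µM with at least 500 cells counted in the well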
Yfh1-off respiration: mitochondrial function rescue without frataxin homolog – Friedreich's ataxia, plus single-dose screen, dose response (AID 1465) | S. cerevisiae Yfh1-off respiration, WST-1 reduction, 72 h; higher fold induction means a stronger effect | fold induction at 50 µM, or EC50 in µM where a hit was titrated | hit rate 0.074% among 220,000;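 active means fold induction of absorbance versus untreated yeast above a set limit, then at least 30% activation at any dose in follow-up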;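 further: activators that raise dye reduction in frataxin-depleted yeast; strong numbers were not always called active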
MT stabilize HCS: stabilizes microtubules in HeLa cells; % tubulin-high responders, % at 10 µM; hit rate 0.83% among 200,000; AID 2205; HeLa tubulin immunostaining HCS, 24 h; share of cells brighter than vehicle mean+2SD;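 active means plate Z-score above 3 for both tubulin-high and condensed-nucleus cell shares, with cell loss under 80%, at 10 µM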;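 further: anti alpha tubulin signal scored within the nucleus-defined area of each cell; some results filed as inactive read as strong as hits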
bCat nuc transl: alters nuclear translocation of beta-catenin in HeLa cells; immunofluorescence imaging; nuclear translocation activity, % at 5 µM; hit rate 0.3% among 190,000;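 active means nuclear translocation activity above 50% at 5 µM, with a well cell count of 50 or more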;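 further: per-cell ratio of nuclear to cytoplasmic median beta-catenin stain intensity; plate controls were DMSO negative control for no effect and GSK-3 inhibitor IX positive control for full effect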
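Test system: human HeLa cell line; Doses: 5 µM primary, 0.02–20 µM confirmation; Incubation: 24 h compound exposure, 37°C; Detection: beta-catenin immunofluorescence imaging with DAPI; Read-out: beta-catenin nuclear/cytoplasmic ratio, % activation.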
Dynein cargo inh: dynein cargo transport inhibition. 3617.4 mouse cells, GR-EGFP nuclear translocation imaging; test concentration mostly 20 µM; stimulated with dexamethasone, 1 µM; stronger effect = lower value. z-score, hits read low. hit rate 0.47% among 220,000;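 active means plate z-score of nuclear minus cytoplasmic receptor signal below a set negative limit, without overly bright fluorescence or cell loss, cut at about -3.5 in these data, passing the limit was not always enough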;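 further: z-score of nuclear minus cytoplasmic ring GR-EGFP intensity difference per well; some compounds called inactive have numbers as strong as hits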
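Medium: Induction medium lacking tetracycline, stripped serum | Probe or stimulus: 1.0 µM final dexamethasone stimulus | Schedule: 48 h induction, then 1 h compound, then 30 min agonist, 37 °C | Signal: Automated 10x imaging of fixed Hoechst-stained cells | Evaluation: Per-cell GR-EGFP intensity, nucleus versus surrounding cytoplasmic ring, well-averaged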
Dynein cargo inh cytoplasmic EGFP: further read-out of Dynein cargo inh, marked with its call; z-score; measured here: cytoplasmic GR-EGFP intensity; stronger effect = higher value
Dynein cargo inh nuclear GR-EGFP: recorded beside Dynein cargo inh, whose call it bears; z-score; measured here: nuclear GR-EGFP intensity;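 lower value marks the stronger effect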
Dynein cargo inh cell count: second read-out of Dynein cargo inh, no call of its own (marks repeat the call); z-score; measured here: cell count per field
Insulin prom up cell count: also measured in Insulin prom up; calls as there; cell count; measured here: cytotoxicity, nuclei count;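 total cells summed across four imaged fields per well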
bCat nuc transl cell count 5 µM: further read-out of bCat nuc transl, marked with its call; cell count; measured here: cell count, cytotoxicity flag
MT stabilize HCS Hoechst-high %: recorded beside MT stabilize HCS, whose call it bears; % Hoechst-high responders; measured here: nuclear condensation Hoechst responders;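 share of cells brighter than vehicle mean plus two SD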
MT stabilize HCS cytotoxicity %: further read-out of MT stabilize HCS, marked with its call; toxicity, %; measured here: cytotoxicity by cell density;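 0% = mean cell density of plate MIN control wells and 100% = no cells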
Autophagy mod cell loss 18 h: recorded beside Autophagy mod, whose call it bears; toxicity, %; measured here: cell loss, nuclei count;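 cell loss after 18 h compound exposure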
The depositor's hits bear a star; i = inactive; . = no result given. The list is partial, so the mix of outcomes need not match the whole.

Values run as follows: Autophagy mod	Autophagy mod cell loss 18 h	HEK293 NOD2/NF-kB	NOD1 inhibition	P. falciparum M17LAP	Insulin prom up	Insulin prom up cell count	Yfh1-off respiration	MT stabilize HCS	MT stabilize HCS Hoechst-high %	MT stabilize HCS cytotoxicity %	bCat nuc transl	bCat nuc transl cell count 5 µM	Dynein cargo inh	Dynein cargo inh cytoplasmic EGFP	Dynein cargo inh nuclear GR-EGFP	Dynein cargo inh cell count
[1] COC(=O)c1cc(OC)c(OC)cc1NC(=O)CSc1ccc(C)cc1
  i	-1	22%	19%	18%	-0.17	1431	i	1.7	2.3	6.8	0.9	1420	-0.1	0.08	-0.097	0.21
[2] C=CCSC1=C(C#N)C(c2ccc(OCC)cc2)CC(=O)N1 (stereo not given)
  i	15	0%	-5%	-3%	-0.64	1046	i	5.8	2.4	2.1	.	.	-0.21	-0.26	0.15	0.37
[3] Cc1ccc(S(=O)(=O)N(C)C)cc1NC(=S)NNC(=O)C(N)=O
  i	8	8%	-25%	39%	-0.06	1581	i	7.9	2.0	8.3	-4.6	1049	1.7	-0.27	1.1	-0.97
[4] O=C(/C=C\c1ccccc1[N+](=O)[O-])Nc1ccccc1
  i	8	-44%	-56%	4%	0.14	1432	i	2.1	1.5	3.7	-3.4	1098	-0.92	-0.16	-0.35	1.1
[5] CC(=O)c1ccc(NC(=O)c2ccc(COc3ccccc3[N+](=O)[O-])o2)cc1
  i	-9	3%	-27%	-10%	-0.26	1311	i	3.2	2.4	3.9	.	.	-0.29	-0.18	-0.34	0.4
[6] COc1cc(OC)cc(-c2nnc(Sc3ccc(C=O)cc3[N+](=O)[O-])o2)c1
  i	-9	3%	.	-9%	0.66	1417	i	1.3	2.3	0.8	-1.1	1462	0.12	0.017	0.032	-1.3
[7] COc1ccc(C(=O)c2c[nH]cc2-c2ccccc2)cc1
  i	2	-1%	-16%	9%	0.26	1248	i	5.0	2.4	0.8	.	.	-0.36	-0.22	-0.55	0.76
[8] CCOc1cc(N2CCOCC2)c(OCC)cc1NC(=O)COC(=O)c1ccccc1C
  i	16	9%	-13%	14%	0.33	1418	i	1.1	3.7	9.5	-0.7	567	0.68	-0.17	0.27	-0.74
[9] CC(C)C(c1nnnn1C1CCCCC1)N1CCCc2ccccc21 (stereo not given)
  i	-7	5%	16%	7%	0.21	1239	i	3.8	3.1	7.3	-5.3	546	0.48	-0.083	0.61	0.035
[10] CCOc1ccccc1OCCCCOc1ccccc1F
  i	4	8%	-6%	-2%	-0.02	1503	i	2.3	1.8	8.8	-1.2	1115	-0.52	-0.037	-0.027	0.49
[11] Cn1cnc(S(=O)(=O)NCc2ccccc2)c1
  i	27	3%	-16%	4%	0.05	1294	i	2.1	2.1	2.1	-2.4	599	-0.38	-0.28	0.72	0.12
[12] Cc1cc(F)c(F)c(C(=O)N2C(C)CCCC2C)c1Cl (stereo not given)
  i	15	5%	-23%	1%	-0.22	1332	i	2.4	1.6	6.9	-0.3	1507	-0.84	-0.13	-0.42	0.71
[13] COc1ccccc1NC(=O)C(=O)N1CCCC1
  i	-2	-18%	-25%	1%	0.27	1202	i	1.9	2.6	2.5	-1.7	1019	-0.93	-0.35	-0.32	1.3
[14] O=C(CCCc1ccccc1)N1CCN(c2ccc([N+](=O)[O-])cc2)CC1
  i	4	6%	22%	-2%	0.87	1616	i	1.1	1.2	6.0	-1.4	1330	-0.093	-0.2	-0.29	0.13
[15] CC[C@H](C)[C@H](NC(N)=O)C(=O)NCCc1ccc(Cl)cc1
  i	16	-14%	-22%	7%	.	.	i	3.6	2.1	11	-6.7	1134	1	0.015	0.6	-0.083
[16] Cc1nc(SCC(=O)c2cc3ccccc3oc2=O)c(C#N)c(C)c1C(=O)Nc1ccccc1
  i	-36	-4%	11%	-2%	-0.12	1531	i	3.8	2.4	2.8	0.2	1345	0.15	0.35	0.75	0.29
[17] CC1CCCC(C)N1S(=O)(=O)c1ccc(S(=O)(=O)NCCc2ccncc2)cc1 (stereo not given)
  i	4	1%	-4%	10%	.	.	i	6.0	2.4	2.3	-0.4	558	1.2	-0.25	0.63	-0.5
[18] CCOC(=O)c1cc(OC(=O)c2cccc([N+](=O)[O-])c2)n(-c2ccccc2)n1
  i	5	-4%	10%	8%	0.11	969	i	1.4	2.0	6.0	-1.0	1193	-0.46	-0.12	-0.31	0.79
[19] Cc1ccc(N(C(C)C(=O)Nc2ccccc2C(=O)N2CCOCC2)S(C)(=O)=O)cc1C (stereo not given)
  i	5	0%	-11%	4%	-0.64	1312	i	4.5	2.0	7.8	-3.5	1158	2.1	0.11	2.3	-2.7
[20] COC(=O)c1ccc(N2NC(=O)/C(=C/c3ccc(-c4ccc(Cl)c(C(=O)O)c4)o3)C2=O)cc1
  i	32	-1%	-16%	46%	1.1	1487	i	5.2	3.0	8.7	1.1	1480	0.15	0.088	0.03	-0.68
[21] COc1ccc(/C=N/N2CCOCC2)cc1COc1ccc(F)cc1
  i	17	5%	17%	4%	.	.	i	1.6	1.7	6.0	-0.4	1075	-0.0081	-0.28	0.084	0.18
[22] C[C@@H](Nc1nc(-c2ccccc2)nc2c1oc1ccccc12)C(=O)O
  i	11	8%	-7%	32%	-0.14	1229	i	1.2	3.7	7.4	0.2	1122	-1.1	0.028	-0.42	1.4
[23] Cn1c(N)c(C(=O)COC(=O)c2nc(Cl)ccc2Cl)c(=O)n(C)c1=O
  i	3	10%	-22%	-1%	-0.75	1311	i	2.7	2.2	11	-1.7	1131	0.19	-0.26	0.39	-0.47
[24] COC(=O)CCCC1=CC2=C(c3ccccc3)C(=O)C(C)(OC(=O)C3CCCC3)C(=O)C2=CN1CCc1ccccn1 (stereo not given)
  .	.	7%	-10%	8%	-1.1	1073	i	.	.	.	-0.6	1176	-0.4	-0.73	-0.14	-0.041
[25] CCCN1/C(=C(/C#N)C2=NS(=O)(=O)c3ccccc32)N(C)c2ccccc21
  i	-15	18%	3%	21%	-0.46	1229	i	6.4	3.8	0.8	1.6	831	-0.57	-0.32	-0.15	0.67
[26] C=CCn1c(SCC(=O)Nc2ccc3c(c2)OCO3)nnc1-c1ccccc1
  i	2	-16%	-23%	4%	-0.13	1123	i	2.7	2.8	12	1.8	1146	1.1	-0.35	0.92	-0.28
[27] CCOC(=O)c1cc(C)n(Cc2ccccc2)c1C
  i	-7	-15%	-35%	7%	-0.3	1173	i	3.8	2.4	5.9	-7.0	931	0.19	-0.32	0.46	0.01
[28] N#Cc1cccc(CSc2nnc(CCCO)n2-c2ccccc2)c1
  i	-10	8%	-10%	4%	-0.79	1422	i	7.1	2.3	0.2	-3.5	923	-0.33	-0.24	0.088	0.13
[29] NC(=O)c1ccccc1NC(=S)NC(=O)CCc1ccccc1
  i	28	-8%	-24%	0%	1.6	945	i	23*	44*	51*	.	.	0.82	-0.21	0.78	-0.63
[30] CC(C)(C)n1nnnc1C(c1cc2cc3c(cc2[nH]c1=O)OCCO3)N1CCSCC1 (stereo not given)
  i	-8	-17%	-20%	28%	-0.07	1025	i	3.7	3.4	8.9	-0.6	1143	0.015	-0.31	0.48	-0.24
[31] COc1cc2c(cc1OC)CN(C(=O)CCCOc1ccc(Cl)cc1Cl)CC2
  i	-3	12%	26%	-12%	0.37	899	i	2.4	2.3	5.9	.	.	-0.35	-0.34	-0.063	0.37
[32] CC1(C)Cc2cccc(OCC(=O)Nc3ccccc3N3CCOCC3)c2O1
  i	21	5%	-4%	-2%	.	.	i	5.3	2.1	3.0	.	.	-0.37	-0.26	-0.31	0.84
[33] CCN1CC(CN(C)Cc2nc(Cc3ccccc3)no2)CC1=O (stereo not given)
  i	-11	-11%	-42%	-5%	0.31	1430	i	1.1	1.4	2.0	-3.5	1068	-0.72	-0.26	-0.18	0.45
